High-throughput results deposited in PubChem BioAssay by several laboratories.
ERb SRC1 inh – blocks coactivator binding to human estrogen receptor beta | Q92731 | TR-FRET ER-beta LBD / SRC1-Cy5 peptide binding; receptor agonist-loaded with 1 µM estradiol | inhibition, % at 25.6 µM | hit rate 1.3% among 86,000 | AID 633;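 active = compounds whose percent inhibition of the receptor-coactivator binding signal exceeds about 50% in the single-dose screen, limit read from the data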;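 note: 0% = receptor plus peptide wells without compound and 100% = peptide-only wells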
Smad3 FoxH1 inh – Smad3 (human) transcription factor binding inhibition. P84022. TR-FRET Smad3/Dy647-FoxH1 peptide binding, europium anti-His. inhibition, % at 25 µM. hit rate 0.29% among 88,000;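 active = compounds that reduce the energy-transfer binding signal between the protein and its labelled peptide by more than half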;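 note: 0% = Smad3 plus labelled peptide maximal FRET and 100% = peptide-only background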
Target sequence (P84022 whole entry, looked up): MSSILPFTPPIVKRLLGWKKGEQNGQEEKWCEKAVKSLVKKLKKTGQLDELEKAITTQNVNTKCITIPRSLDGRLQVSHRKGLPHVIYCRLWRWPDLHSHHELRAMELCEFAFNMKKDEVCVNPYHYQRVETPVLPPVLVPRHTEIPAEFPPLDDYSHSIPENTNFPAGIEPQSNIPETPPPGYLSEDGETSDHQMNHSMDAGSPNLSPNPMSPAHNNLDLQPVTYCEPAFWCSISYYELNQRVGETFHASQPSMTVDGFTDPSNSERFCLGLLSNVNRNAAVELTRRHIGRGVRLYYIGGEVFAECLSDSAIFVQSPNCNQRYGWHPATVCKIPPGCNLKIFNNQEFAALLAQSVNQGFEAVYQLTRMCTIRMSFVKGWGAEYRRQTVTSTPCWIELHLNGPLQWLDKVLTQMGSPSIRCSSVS
Calb biofilm kill – kills Candida albicans biofilms; hit rate 0.14% among 85,000; C. albicans biofilm + clotrimazole, Alamar Blue; inhibition, % at 6 µM;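 active = inhibition above 20%; inactive = inhibition below 20%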;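 note: preformed 24 hr biofilms exposed to compound for 48 hr; 0% = biofilm without compound and 100% = blank killed by clotrimazole plus chlorhexidine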
CD11b adhes enh – enhancers of human CD11b/CD18 binding to fibrinogen. P05107+P11215. K562 CD11b/CD18 adhesion to fibrinogen, ATPlite luminescence. activation, % at 10 µM. hit rate 0.07% among 93,000;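 active = 10 µM primary screen giving 50% or more activity, confirmed by 40% or more on retest at that dose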; note: strong numbers were not always called active; reference of the scale not given here
ERa coact pot – ER-alpha (human) coactivator binding potentiation | P03372 | TR-FRET ERalpha-LBD/SRC-Cy5 coactivator binding, 2 h; 100 = basal binding, no effect | coactivator binding (% of control), % at 25.6 µM | hit rate 1.3% among 86,000 | AID 639; in the data active = activity above about 200%;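 note: binding measured in presence of low estradiol as agonist stimulus; 0% = peptide alone without receptor and 100% = receptor with peptide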
sEH inhibitor – blocks human soluble epoxide hydrolase activity | P34913 | recombinant human sEH enzymatic activity assay | inhibition, % at 2 µM | hit rate 0.34% among 91,000; in the data active = inhibition above about 80%; note: values of inactives mirror those of a sister screen read the other way; many of its hits are not listed in these tables
Target sequence (P34913 whole entry, looked up): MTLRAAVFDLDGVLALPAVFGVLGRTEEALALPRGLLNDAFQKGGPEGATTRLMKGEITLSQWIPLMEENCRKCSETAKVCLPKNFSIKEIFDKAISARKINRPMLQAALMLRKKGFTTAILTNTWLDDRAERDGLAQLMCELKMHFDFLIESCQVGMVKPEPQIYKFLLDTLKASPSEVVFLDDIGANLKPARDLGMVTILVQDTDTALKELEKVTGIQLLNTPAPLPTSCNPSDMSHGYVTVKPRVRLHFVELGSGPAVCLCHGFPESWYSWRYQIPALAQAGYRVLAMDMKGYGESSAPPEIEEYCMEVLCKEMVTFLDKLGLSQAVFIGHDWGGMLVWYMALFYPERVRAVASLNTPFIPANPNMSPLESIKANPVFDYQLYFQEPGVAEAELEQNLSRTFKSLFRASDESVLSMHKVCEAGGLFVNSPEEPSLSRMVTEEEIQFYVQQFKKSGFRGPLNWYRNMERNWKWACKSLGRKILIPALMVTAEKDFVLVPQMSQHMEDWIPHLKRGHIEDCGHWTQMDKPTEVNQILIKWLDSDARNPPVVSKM
Mac1 fbg inh – blocks human CD11b/CD18 adhesion to fibrinogen | P05107+P11215 | K562 CD11b/CD18 adhesion to fibrinogen, ATPlite luminescence; Mn2+ added to activate the integrin | inhibition, % at 10 µM | hit rate 0.54% among 93,000 | AID 1497;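 active = primary inhibition of 50% or more at 10 µM, then 40% or more on retest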; note: some results filed as inactive read as strong as hits
sEH act – increases human soluble epoxide hydrolase activity; hit rate 0.04% among 91,000; activation, % at 2 µM; P34913; purified human sEH enzymatic activity, activator screen; in the data active = activation above about 37%; note: values of inactives mirror those of a sister screen read the other way
MT1-MMP txn act – MT1-MMP promoter transcription activation; HT1080 MT1-MMP promoter luciferase reporter, luminescence, overnight; stronger effect = higher value; activation factor at 10 µM; hit rate 0.16% among 86,000; AID 750;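 active = activation factor of at least 2 for MT1-MMP transcription at 10 µM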
Active calls of the source: *; nt = not tested or not shown; [ ] = dose if it differs, or a comment. This is a subset (hit frequency here may not be typical).

A first look:
Molecule | ERb SRC1 inh | Smad3 FoxH1 inh | Calb biofilm kill | CD11b adhes enh | ERa coact pot | sEH inhibitor | Mac1 fbg inh | sEH act | MT1-MMP txn act
COc1cc2c(cc1OC)C(c1cccs1)NCC2 (stereo unspecified) | -3 | 1 | 5 | -3 | 105 | -1 | -1 | 1 | 1.2
CSc1nc(C)c2c(c1C#N)CCCC2 | 2[fluorescence artefact?] | 0 | 1 | 0 | 80 | nt | -9 | nt | 1.2
Oc1ccc(Cl)cc1-c1cc(C(F)(F)C(F)F)nc(-c2ccccc2)n1 | -1 | 7 | -1 | -7 | 104 | -22 | 59* | 20 | 1.1

The listing, from the start:
Molecule | ERb SRC1 inh | Smad3 FoxH1 inh | Calb biofilm kill | CD11b adhes enh | ERa coact pot | sEH inhibitor | Mac1 fbg inh | sEH act | MT1-MMP txn act
COc1cc2c(cc1OC)C(c1cccs1)NCC2 (stereo unspecified) | -3 | 1 | 5 | -3 | 105 | -1 | -1 | 1 | 1.2
CSc1nc(C)c2c(c1C#N)CCCC2 | 2[fluorescence artefact?] | 0 | 1 | 0 | 80 | nt | -9 | nt | 1.2
Oc1ccc(Cl)cc1-c1cc(C(F)(F)C(F)F)nc(-c2ccccc2)n1 | -1 | 7 | -1 | -7 | 104 | -22 | 59* | 20 | 1.1
Cc1ccc2c(NC(=O)C3CC3)cccc2n1 | -18 | 4 | 5 | 1 | 125 | -4 | -25 | 5 | 1.1
CCOC(=O)C1=C(C)Nc2ccccc2N=C1NC(=O)c1cccc(S(=O)(=O)N(C)C)c1 | -6 | -3 | 0 | -5 | 122 | 10 | 7 | -8 | 1.3
COCCCNC(=O)c1ccc(Cn2c(=O)c3ccccc3n(Cc3ccccc3C)c2=O)cc1 | 2 | -5 | 6 | 3 | 97 | 23 | 8 | -23 | 0.9
N#C/C(=C\c1ccccc1Cl)C(=O)NC(=O)Oc1ccccc1 | 7 | 9 | 6 | -4 | 95 | 3 | -35 | -5 | 1
CC1CCN(c2nc(-c3ccco3)c3c(c2C#N)CC(C)(C)OC3)CC1 | 6 | 1 | 7 | 4 | 87 | nt | -4 | nt | 1
COc1ccc(S(=O)(=O)N(CC(=O)Nc2cc(C)on2)Cc2ccccc2)cc1 | 3 | 6 | 9 | 0 | 103 | -1 | 37 | 0 | 1.1
O=C(C1CCCN(S(=O)(=O)c2cccnc2)C1)N1CCN(c2ccccn2)CC1 (stereo unspecified) | -3 | 3 | 16 | -4 | 103 | -17 | -4 | 16 | 1.1
CCC(C)Nc1nc(OC)nc(N(C)C#N)n1 (stereo unspecified) | -4 | 5 | 4 | -6 | 126 | nt | 10 | nt | 1.1
COc1ccc(C(=O)c2sc(Nc3cccc(OC)c3)c(C(=O)Nc3cccc(C)c3C)c2N)cc1 | nt | nt | nt | 14 | nt | 1 | 25 | 0 | nt
COc1ccc(/C=N\NC(=O)/C(=C\Nc2nccc(C)n2)NC(=O)c2ccccc2)cc1 | 1 | -6 | 12 | -4 | 115[fluorescence artefact?] | 0 | -7 | 2 | nt
COc1ccccc1NC(=S)NNC(=O)c1cc(C)n(C)n1 | nt | nt | nt | -3 | nt | 6 | -7 | -4 | nt
O=C(CSc1ccccc1Cl)N1CCC(c2nc3ccccc3s2)CC1 | nt | nt | nt | -9 | nt | 9 | 70 | -11 | nt
O=C(NCCCN1CCC(Cc2ccccc2)CC1)C1CCC(=O)N1C1CCCC1 (stereo unspecified) | -8[fluorescence artefact?] | 8[fluorescence artefact?] | 5 | -1 | 115[fluorescence artefact?] | -18 | 16 | 16 | 1.1
O=C(NCc1cccs1)C(Cc1ccccc1)n1cccc1 (stereo unspecified) | 3 | 5 | 10 | 1 | 104 | nt | -9 | nt | 1.1
CCC1=NC(c2ccc(OC)cc2OC)N(O)C1(C)C (stereo unspecified) | -3 | -7 | 3 | -1 | 116 | -4 | 17 | 6 | 1.1
CCOC(=O)C1=C(c2ccccc2)N=C2SCC(=O)N2C1c1ccc(O)c(OC)c1 (stereo unspecified) | 4[fluorescence artefact?] | 10 | 3 | -2 | 99 | 5 | -26 | -7 | 1.3
COc1ccc(C2NC(=O)c3sc4nc(C)c(C(C)=O)c(-c5ccc(Cl)cc5)c4c3N2)cc1 (stereo unspecified) | nt | nt | nt | 2 | nt | -8 | 28 | 8 | nt
CCOc1cc(NC(=O)c2cnccn2)c(OCC)cc1NC(=O)c1ccc(OC)cc1 | -5[fluorescence artefact?] | 12 | 8 | -3 | 112 | nt | -3 | nt | 1.1
CN=C1S/C(=C\c2cccn2-c2cccc(Br)c2)C(=O)N1C | 3[fluorescence artefact?] | 9[fluorescence artefact?] | 11 | nt | 146 | 10 | nt | -8 | 1.1
COC(=O)c1ccc(NC(=O)CSc2nccn2CCc2ccccc2)cc1 | 2 | 9 | 4 | -3 | 113 | -13 | 3 | 13 | nt
Fc1cccc(-c2cc3nc4c(c(NCc5ccco5)n3n2)CCCC4)c1 | nt | nt | nt | -1 | nt | 3 | 23 | -2 | nt
COc1ccccc1CCNC(=O)c1ccoc1C | -2 | 11 | 2 | 2 | 133 | -18 | -1 | 16 | 1
CSCCC1NC(=O)NC1=O (stereo unspecified) | -3 | 4 | nt | -3 | 94 | nt | 12 | nt | 1.1
CC1CCN(C(=O)CN2C(=O)C(C)(C)Oc3ccc(C(=O)NC4CCCC4)cc32)CC1 | -3 | -13 | 6 | 1 | 110[fluorescence artefact?] | -9 | -17 | 10 | 1
CCOc1ccc(C(C(=O)NC2CCCC2)N(Cc2ccccc2)C(=O)c2nsc(Cl)c2Cl)cc1 (stereo unspecified) | nt | nt | nt | 5 | nt | -2 | 2 | 5 | nt
CCOC(=O)C(CC)Sc1ncnc2c1nnn2-c1ccc(F)cc1 (stereo unspecified) | -15 | 7 | 6 | -2 | 109 | -9 | -24 | 8 | 1.1
CCCOc1ccc(S(=O)(=O)NCCCN2CCOCC2)c2ccccc12 | -5 | -2 | 1 | -6 | 87[fluorescence artefact?] | -2 | 6 | 5 | 1.1
O=C1OCc2cc(NC(=O)C34CC5CC(CC(C5)C3)C4)ccc21 | 2 | 0 | -3 | 3 | 112 | 4 | -3 | -1 | 1.1
COc1ccc(NC(=O)CCSc2cc(C)c3ccccc3n2)cc1 | nt | nt | nt | 33 | nt | 30 | 3 | -28 | nt
CN(c1cccc(NC(=O)c2ccc(Cl)c(S(=O)(=O)Nc3ccccc3)c2)c1)S(C)(=O)=O | nt | nt | nt | -7 | nt | 27 | -11 | -27 | nt
COc1cc(C)nc(SCC(N)=O)n1 | nt | nt | nt | 4 | nt | 4 | 16 | -6 | 0.9
Cc1c(NC(=O)CSc2nc3ccc(Cl)cc3[nH]2)c(=O)n(-c2ccccc2)n1C | 2 | 1 | -3 | -5 | 85 | -16 | -2 | 15 | 0.9
COc1cc2cc(CN(CCCO)S(=O)(=O)c3ccccc3Cl)c(=O)[nH]c2cc1OC | nt | nt | nt | -4 | nt | -9 | -4 | 7 | 1.1
CCOc1ccc(C(=O)CCN2CCCCC2)cc1 | 59* | 16 | 2 | -1 | 92[fluorescence artefact?] | nt | -18 | nt | 1.2
CSc1nsc(SC)c1C(=O)NCCNS(=O)(=O)c1ccc(C)cc1 | -6[fluorescence artefact?] | 5 | 4 | 6 | 90 | -8 | -37 | 5 | 1
O=C(O)Cn1cc(C(=O)c2cccs2)c2ccccc21 | -2 | -2 | nt | 2 | 123 | -9 | -2 | 12 | 1.5
CCC(=O)Nc1ccc(NC(=O)c2cc3ccccc3o2)cc1 | 2 | -9 | 2 | -1 | 110 | -3 | -6 | 1 | 1.2
Cc1ccc(S(=O)(=O)N2CCC(C(=O)N3Cc4ccccc4C3)CC2)cc1 | 4 | -2 | 6 | 0 | 111 | 8 | -9 | -9 | 1.1
O=C(Cn1c(CN2CCCCC2)nc2ccccc2c1=O)Nc1ccccc1 | -2 | -2 | 5 | 6 | 115[fluorescence artefact?] | nt | -3 | nt | 1.1
COC(=O)c1ccc(NC(=O)C23CC4CC(C2)CC(n2cnc(Cl)n2)(C4)C3)cc1 | -2 | 5 | 6 | nt | 101[fluorescence artefact?] | 33 | nt | -31 | 1.1
CCOc1ccc(C(=O)/C=C/c2cn(CN3CCN(C)CC3)c3ccccc23)cc1 | -15 | 5 | 1 | nt | 83[fluorescence artefact?] | 3 | nt | 0 | 1.4
Cc1cc(NC(=O)c2cn(C3CCCCC3)c(=O)c3c2c2ccccc2n3C)no1 | 21[fluorescence artefact?] | -7 | -1 | 14 | 200*[fluorescence artefact?] | 2 | -8 | 0 | 1
CNC(=O)c1cc2cc(OC)ccc2oc1=O | 45 | 4 | 3 | -1 | 63 | 4 | 2 | -2 | nt
CCN(C(=O)COC(=O)c1cccnc1SC)C1CCS(=O)(=O)C1 (stereo unspecified) | -7 | 11 | 11 | -1 | 112 | -10 | 0 | 11 | 1.2
COc1ccc(CCC(=O)Nc2ccc(Br)cn2)cc1 | 2[fluorescence artefact?] | -6 | 0 | 1 | 105[fluorescence artefact?] | nt | 2 | nt | 1.2
c1csc(-c2nnc(-c3ccc(N4CCOCC4)cc3)o2)c1 | -1[fluorescence artefact?] | 10[fluorescence artefact?] | 6 | -5 | 111 | -20 | -6 | 19 | 1.3
CC(C)C1Cc2[nH]c(=O)c(C(=O)O)cc2CO1 (stereo unspecified) | 2 | 3 | 9 | 0 | 117 | 34 | -2 | -32 | 1.1
CCCCn1c(SCC(=O)c2ccccc2)nc2c1c(=O)[nH]c(=O)n2C | -6 | 17 | 3 | -5 | 103 | -7 | -22 | 8 | 1
CC(=O)Nc1ccc(S(=O)(=O)N2CCOCC2)cc1 | 20 | 1 | 6 | nt | 87 | -1 | nt | 1 | 1
COc1ccc(C2C(=O)N(C3CCCCCC3)CC(=O)N2Cc2ccccc2)cc1OC (stereo unspecified) | -14[fluorescence artefact?] | -4 | 5 | nt | 109 | 14 | nt | -14 | 1.1
CCOC(=O)c1cc2c(ccn2C)n1CC(=O)N1CCN(c2cccc(C(F)(F)F)c2)CC1 | -4[fluorescence artefact?] | -21 | -6 | nt | 183 | -1 | nt | 1 | 1
CCC1C(=O)N=C(SCC(=O)Nc2cccc3ccccc23)NC1=O (stereo unspecified) | 9 | 12[fluorescence artefact?] | 8 | 8 | 83 | -10 | 5 | 10 | 1.2
CC(=Nc1ccccc1)Nc1ccccc1 | 8[fluorescence artefact?] | -2 | 1 | -3 | 103 | nt | 1 | nt | 1.3
CCC(=O)c1cc2c(cc1NC(=O)c1ccc(C)cc1)OCCO2 | 4 | -10 | 6 | 28 | 92 | 2 | -12 | 1 | nt
COc1ccc(C(=O)Nc2nc3nc(-c4ccccc4)cc(=O)n3[nH]2)cc1 | nt | nt | nt | 2 | nt | -10 | -40 | 10 | 1.2
COc1ccccc1Nc1nc(N)nc(CSc2ncccn2)n1 | -5 | -3 | nt | 2 | 115 | -3 | 17 | 1 | 1.2
CCOc1ccc2c(c1)c1nnc(SCC3CCCO3)nc1n2C (stereo unspecified) | -3 | 10 | 2 | 0 | 115 | 2 | 4 | -5 | 1.5

The results go on.
| molecule | ERb SRC1 inh | Smad3 FoxH1 inh | Calb biofilm kill | CD11b adhes enh | ERa coact pot | sEH inhibitor | Mac1 fbg inh | sEH act | MT1-MMP txn act |
| --- | --- | --- | --- | --- | --- | --- | --- | --- | --- |
| O=C(c1ccc2c3c(cccc13)CC2)N1CCN(c2ncccn2)CC1 | -12 | -1 | 2 | nt | 112 | 7 | nt | -9 | 1.1 |
| O=C(NCc1ccccc1F)C1CCCN1C(=O)NC1CCCCC1 (stereo unspecified) | -12 | -7 | 6 | nt | 91 | 27 | nt | -27 | 1.1 |
| CC(C)(C)OC(=O)N1CCNc2ccccc2C1 | -5 | 1 | 6 | -1 | 102 | 4 | -20 | -6 | 1.4 |
| Cc1cc(Cl)ccc1OCCCC(=O)N1CCN(C)CC1 | -12[fluorescence artefact?] | -12 | 4 | nt | 86 | 2 | nt | -1 | 1.1 |
| CCS(=O)(=O)CCSc1nc2c(cc1C#N)CCCC2 | 10 | 4 | 4 | 0 | 81 | 2 | 9 | -2 | 1.1 |
